High-throughput results from PubChem BioAssay.
AI-2 QS modul: modulators of Vibrio harveyi AI-2 quorum sensing system; Vibrio harveyi JMH597 AI-2 luminescence/OD600 ratio, 9 h; hits give low values; strain lacks LuxN and CqsS sensors; 0 = neutral-control median; activity change, % at 7.5 µM; 0.4% of 300,000 active; AID 2094; in the data active = activity change below about -75%, passing the limit was not always enough; inconclusive = no clear call, values can overlap the other calls;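 note: luminescence divided by OD600 gain over 9 h not by final OD600 alone; inactives centre near 13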
HSF1 inh: HSF1 inhibition; NIH3T3-HGL HSE-luciferase, MG132-induced, luminescence 8 h; hits give low values; activity change, negative = inhibition, % at 7.5 µM (by protocol); 0.77% of 300,000 active; AID 2098;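 active = more than half of replicate wells show activity change below -50%, luminescence cut by over half; inconclusive = some wells, but at most half, below -50%; inactive = no replicate well below -50%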;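 note: luciferase reports HSF-1 transcriptional activity via heat shock element; 0% = median of DMSO wells and -100% = zero luminescence signal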
HSF1 activator: increases HSF-1 driven luciferase reporter signal; NIH3T3-HGL HSF-1 luciferase reporter, MG132, 8 h; 100% = twice DMSO control signal; activation, % at 9 µM; 1.7% of 300,000 active; AID 504408;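 active = mean replicate activation of at least 50% with a set share of replicates each reaching 50%; inconclusive = only one of those two conditions met; inactive = mean below 50% and too few replicates reaching it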;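 note: 0% = median of the neutral control wells and 100% = twice that signal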
GSK3beta inhib: blocks human GSK3beta kinase activity; GST-GSK3beta kinase, ADP-Glo luminescence, 60 min; hits give low values; activity score (negative = inhibition), % at 10 µM; 0.038% of 300,000 active; AID 2097;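 active = more than half of replicate wells score below -50%, meaning over 50% inhibition versus plate controls; inconclusive = some replicates but at most half score below -50%; inactive = no replicate scores below -50%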;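 note: 0% = median DMSO wells and -100% = median GW8510 positive control wells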
Target sequence (P49841 whole entry, looked up): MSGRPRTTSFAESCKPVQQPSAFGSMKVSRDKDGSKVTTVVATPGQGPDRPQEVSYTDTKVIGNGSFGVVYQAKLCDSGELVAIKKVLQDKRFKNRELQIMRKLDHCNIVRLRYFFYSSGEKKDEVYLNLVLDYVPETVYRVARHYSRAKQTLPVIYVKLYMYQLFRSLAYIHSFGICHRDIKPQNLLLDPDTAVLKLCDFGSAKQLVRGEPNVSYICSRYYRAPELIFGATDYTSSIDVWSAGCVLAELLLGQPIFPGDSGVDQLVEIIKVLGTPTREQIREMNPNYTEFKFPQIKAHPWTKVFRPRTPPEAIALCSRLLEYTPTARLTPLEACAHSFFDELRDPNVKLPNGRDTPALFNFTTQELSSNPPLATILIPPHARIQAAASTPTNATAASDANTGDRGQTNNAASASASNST
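Test system: GST-fused GSK3beta enzyme, cell-free | Quantity: 1.6 ng GST-GSK3beta enzyme per well | Reagent: 25 µM ATP with peptide substrate | Schedule: 60 min enzyme reaction, room temperature | Signal: Luminescent ADP-Glo measurement of ADP formed | Read-out basis: Score relative to plate controls | Control set: DMSO and 20 µM GW8510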
HSP90 inh: HSP90 refolding inhibition in rabbit reticulocyte lysate; 0.91% of 290,000 active; inhibition, % at 5.6 µM; luciferase refolding luminescence, 3 h; AID 1789;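 active = inhibition above the screen-wide mean plus 3 SD, computed separately per campaign, cut at about 16% in these data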;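 note: 0% = DMSO wells and 100% = 60 µM geldanamycin wells; inhibitors lower the luminescence because luciferase stays unfolded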
Platelet DG rel: modulates dense granule release in human platelets. human platelet-rich plasma, SFLLRN dense granule ATP release, luminescence. inhibition, %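 (compounds screened at 7.5 µM in platelet-rich plasma)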. 0.22% of 300,000 active. AID 1663;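 active = mean replicate score, as percent of positive control, at or above 50; inconclusive = mean below 50 but at least one replicate at or above 50; inactive = mean and every replicate below 50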
DYRK1A inh: inhibitors of rat Dyrk1A kinase; Q63470; ADP-Glo luminescence, NFATc1 peptide; inhibition, % at 12.5 µM; 0.43% of 310,000 active; AID 504441; in the data active = inhibition above about 50%;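 note: plate controls were vehicle with enzyme for no effect and no enzyme for full effect; many of its hits are not listed in these tables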
HDAC3 inhib: inhibitors of human histone deacetylase 3; recombinant HDAC3, fluorogenic peptide/trypsin coupled, fluorescence; inhibition, % at 8.3 µM; 0.15% of 320,000 active; AID 2718; in the data active = inhibition above about 26%, passing the limit was not always enough; inconclusive = no clear call, values can overlap the other calls
Target sequence (O15379 whole entry, looked up): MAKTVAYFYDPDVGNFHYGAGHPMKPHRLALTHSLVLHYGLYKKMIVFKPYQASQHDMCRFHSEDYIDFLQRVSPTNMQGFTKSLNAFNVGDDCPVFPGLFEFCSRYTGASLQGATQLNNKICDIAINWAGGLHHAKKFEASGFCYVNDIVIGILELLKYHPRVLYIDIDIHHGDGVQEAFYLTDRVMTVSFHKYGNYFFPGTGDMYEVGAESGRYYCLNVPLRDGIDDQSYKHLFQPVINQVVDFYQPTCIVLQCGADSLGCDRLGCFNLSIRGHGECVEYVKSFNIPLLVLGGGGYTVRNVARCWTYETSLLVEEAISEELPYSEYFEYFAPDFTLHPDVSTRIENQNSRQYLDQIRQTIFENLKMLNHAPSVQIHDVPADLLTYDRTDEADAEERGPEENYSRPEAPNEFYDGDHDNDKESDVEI
PolyA inh: inhibitors of polyadenylation in S. cerevisiae; S. cerevisiae SKY197-pL101 polyadenylation reporter, beta-gal luminescence; efflux-impaired pdr1/pdr3 knockout yeast; score 100 = 6 SD above DMSO; calls only at 12 µM; 0.02% of 300,000 active; AID 1875;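 active = lowest replicate activity score at least 50, where 100 means six control SD above control mean; inconclusive = lowest score under 50 but half or more replicates reach 50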;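 note: yeast exposed to compound for 9 h at 30 °C; higher score means more reporter readthrough which indicates perturbed polyadenylation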
GSK3A inh: human GSK-3 alpha kinase inhibition | P49840 | ADP-Glo luminescence, 60 min | inhibition, % at 10 µM | 0.1% of 320,000 active | AID 2650;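 in the data active = inhibition above about 50%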;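 note: GST-tagged GSK-3 alpha with peptide substrate and 25 µM ATP; 0% = DMSO neutral wells and 100% = GW8510 positive control wells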
An asterisk follows results filed as active; i = inactive; ? = inconclusive; . = no result given.

SMILES	AI-2 QS modul	HSF1 inh	HSF1 activator	GSK3beta inhib	HSP90 inh	Platelet DG rel	DYRK1A inh	HDAC3 inhib	PolyA inh	GSK3A inh
Cn1c(CNC(=O)CCNC(=O)c2cccc(Cl)c2)cc(=O)n(C)c1=O	23	-2	-17	-3	2	-3	-6	11	i	5
O=C(N[C@@H](Cc1c[nH]c2ccccc12)C(=O)O)C1CCN(S(=O)(=O)c2cccs2)CC1	5	-5	22	0	20*	16	5	2	i	-2
Nc1nc(SCc2c(Cl)cccc2Cl)n[nH]1	-4	5	26	0	4	3	6	4	i	1
O=C(c1ccc(N2CCOCC2)c([N+](=O)[O-])c1)N1CCCCC1	24	-1	-2	0	-1	42	2	-4	i	-1
CN1CC(=O)NC1=NC(=O)c1ccc(Cl)c(S(=O)(=O)N2CCCCCC2)c1	22	-5	-9	2	-3	-6	34	3	i	0
CC(C)(C)c1nnc(NC(=O)C2CCN(C(=O)c3ccco3)CC2)s1	10	1	1	0	1	-3	0	8	i	-2
CCOc1ccc(C(C)C)cc1S(=O)(=O)Nc1ccc(Cl)cn1	15	.	.	-2	0	.	-2	-2	i	0
Cc1oc2c(c1C(=O)NCCO)CCCC2	6	-1	2	1	2	4	1	-10	i	-2
N#CCC(=O)N1CCN(Cc2ccc3c(c2)OCO3)CC1	-2	-2	6	-2	.	11	.	.	i	0
COC(=O)c1ccc(C2NC(C(=O)O)CS2)cc1 (centres undefined)	23	-1	1	2	7	-1	-1	-3	i	-3
CCCC(=O)Nc1ccc(-c2nc3cc(C)c(C)cc3o2)cc1	23	19	28	-2	0	3	-6	-1	i	-3
CC(C)CN1C(=S)SC(C)(C)C1n1oc(=O)n(-c2ccc(Cl)cc2)c1=O (centres undefined)	8	7	4	-6	-1	-7	-4	5	i	-1
c1ccc2c(c1)Sc1ccccc1-n1cnnc1-2	22	-1	-1	-2	-4	0	-13	-3	i	1
c1ccc2c(c1)nc(N1CCCCCC1)c1ccccc12	11	-6	0	-2	-3	17	3	2	i	-2
CC(O)CNc1nc2c(c(=O)n(C)c(=O)n2C)n1Cc1cccc(Br)c1 (centres undefined)	9	6	40	-1	0	4	-3	2	i	-3
COc1cc(C(=O)N2CCN(c3cccc(C)c3C)CC2)cc(OC)c1OC	0	-17	-20	-7	3	3	12	-5	i	-2
COCCNC(=O)CN(C(=O)CCC(=O)Nc1nccs1)c1ccc2c(c1)OCO2	-1	-11	-13	3	0	10	-2	4	i	-1
Cc1ccccc1CC(=O)NC1CCCCCC1	13	-4	7	1	-3	-13	4	-5	i	0
Cc1nc2c(ccc3c([N+](=O)[O-])cccc32)c(C)c1C	12	-2	-4	1	1	-5	1	3	i	-1
C#CCOC(=O)C[N+](C)(C)CC=C	24	0	16	-1	6	0	-1	2	i	0
COc1ccc(NC(=O)CSc2nnc(-c3cccs3)n2N)c(OC)c1	7	3	1	2	.	3	-9	-6	i	1
COc1cccc(C2CC(C(F)(F)F)n3ncc(C(=O)NCc4ccco4)c3N2)c1 (centres undefined)	1	7	4	4	4	2	8	10	i	-1
COCCn1cnnc1SCC(=O)c1ccc(S(=O)(=O)N2CCCC2)cc1	14	0	6	4	0	0	-8	-1	i	2
O=C(Nc1ccc(S(=O)(=O)Nc2ncccn2)cc1)c1cccc(S(=O)(=O)N2CCOCC2)c1	13	-1	-7	4	9	13	0	.	i	-5
Cc1nnsc1-c1nc2ccccc2[nH]1	8	0	10	2	-2	.	8	-16	i	0
C/C(=N\Nc1ccc([N+](=O)[O-])cc1[N+](=O)[O-])C(C)(C)C(C(=O)O)C(=O)O	9	4	-2	-4	3	12	4	2	i	-1
Cc1ccc(NC(=O)C2(c3ccc([N+](=O)[O-])cc3)CCCC2)cc1	12	-2	-17	0	1	-5	-29	4	i	-4
CCOC(=O)C1=C(N)OC2=C(C(=O)CCC2)C1c1ccc2c(c1)OCO2 (centres undefined)	-13	9	-1	0	.	-7	.	7	i	0
CCC(=NC)C1=C(O)CC(c2ccccc2)CC1=O (centres undefined)	7	-3	-7	0	-3	-3	-4	5	i	-1
CN1CCN(S(=O)(=O)c2ccc3c(c2)OCCO3)CC1	2	-1	-7	1	3	14	4	3	i	-5

Printed as active in HSP90 inh, among the entries above:
SMILES	AI-2 QS modul	HSF1 inh	HSF1 activator	GSK3beta inhib	HSP90 inh	Platelet DG rel	DYRK1A inh	HDAC3 inhib	PolyA inh	GSK3A inh
O=C(N[C@@H](Cc1c[nH]c2ccccc12)C(=O)O)C1CCN(S(=O)(=O)c2cccs2)CC1	5	-5	22	0	20*	16	5	2	i	-2

(list continues)
SMILES	AI-2 QS modul	HSF1 inh	HSF1 activator	GSK3beta inhib	HSP90 inh	Platelet DG rel	DYRK1A inh	HDAC3 inhib	PolyA inh	GSK3A inh
COCc1cc(=O)[nH]c(SCCS(=O)(=O)c2ccc(Cl)cc2Cl)n1	46	88	78*	0	3	-3	.	11	i	-2
CCOc1cc(/C=C(\C#N)C(=O)Nc2ccc(S(N)(=O)=O)cc2)ccc1OCCN1CCOCC1	15	-3	-10	2	1	0	6	-9	i	1
CC(=O)Nc1ccc(NC(=O)C(C)O/N=C/c2cccc([N+](=O)[O-])c2)cc1 (centres undefined)	6	1	18	0	1	2	-7	6	i	0
COc1ccc(C(=O)NNC2CC(=O)N(Cc3ccccc3)C2=O)cc1OC (centres undefined)	10	-2	-25	-2	-5	10	2	5	i	1
c1cncc(-c2nnc(SCc3nc4ccccc4[nH]3)o2)c1	15	-68*	-72	3	0	1	-5	.	i	-2
COc1ccc(NC(=O)C2=NNC(=O)CC2)cc1S(=O)(=O)N1CCCCC1	8	-3	-1	3	1	-2	-12	-10	i	0
COCCNc1ccc([N+](=O)[O-])cc1C(=O)NC1CCCc2ccccc21 (centres undefined)	22	-2	-13	-1	-3	-1	0	0	i	0
N#CC1=C(N)Oc2nc[nH]c(=O)c2C1c1cccs1 (centres undefined)	15	-11	-16	1	2	3	-5	-8	i	0
O=C(CC1CCC1)NC(c1ccccc1)c1ccccc1	9	3	10	-1	-1	10	-17	-3	i	5
Cc1ccc(OCc2n[nH]c(=S)n2N)cc1C	13	-5	22	-1	-6	16	-2	-2	i	-3
O=C1[C@H]2[C@H](C=CC[C@H]2C(=O)N2CCN(c3ccccc3)CC2)CCN1Cc1ccc(Cl)c(Cl)c1	18	4	13	-1	.	-2	5	4	.	-2
CC(=O)Nc1ccc(OCC(O)CN2CCN(S(=O)(=O)c3ccc(NC(C)=O)cc3)CC2)cc1 (centres undefined)	37	-6	-8	0	-2	-3	2	0	i	-7
COc1ccc(N=C(C)C2=C(O)COC2=O)cc1	16	-14	-14	3	2	5	-6	2	i	9
CC1CSc2nnc(CCc3ccccc3)n21 (centres undefined)	-2	-5	-2	-2	-3	-4	-2	1	i	.
Cc1cccc(C)c1NC(=O)Nc1ccccc1-n1ccnc1	8	5	-3	-2	1	-2	1	13	i	-4
O=C(NCc1ccco1)c1ccccc1	-3	1	10	3	1	7	1	1	i	0
Cc1ccc(NC(=O)CSc2nc(NS(=O)(=O)c3ccccc3)cc(=O)[nH]2)cc1	22	1	2	2	0	10	-1	-3	.	-1
O=C(O)CSc1nnc(C2COc3ccccc3O2)n1-c1ccccc1 (centres undefined)	15	-1	-3	4	5	1	-11	-7	i	-2
O=C1NC(=Nc2ccc(O)cc2)S/C1=C\C=C\c1ccco1	-38	20	29	-3	5	-3	-2	3	i	10
COc1ccccc1N1CCN(C(=O)c2ccc(CN3CCc4ccccc4C3)cc2)CC1	6	0	-1	2	-10	-1	0	0	i	-3
Cc1c(C(=O)NC2CCCCC2)oc2ccccc12	-6	4	30	-2	1	7	-2	6	i	0
CCCCC(=O)Nc1cc(N(C)C)nc2ccccc12	-1	-4	0	1	0	-2	1	-3	i	-2
Cc1nn(CCCC(=O)Nc2c(F)cc(F)cc2Br)c(C)c1[N+](=O)[O-]	15	12	24	-8	3	-16	.	-4	i	-4
COc1ccc(C2/C=C\CN(C(=O)CC(C)(C)C)CC(=O)N2Cc2ccc(F)cc2)cc1 (centres undefined)	15	0	.	-3	.	5	6	-4	i	-2
CSc1cccc(NC(=O)/C=C/c2cccc(Cl)c2)c1	-40	24	41	0	0	-3	4	7	i	-2
Cc1ccc(-c2nc3ccccc3c(=O)n2CCN2CCOCC2)cc1	17	1	6	-3	4	3	-2	0	i	-1
Cc1cc(Cl)ccc1OCC(=O)NN1C(=O)C2C3C=CC(C3)C2C1=O (centres undefined)	-4	-5	-12	-1	3	8	-3	1	i	-5
CC(C)Cc1nnc(NC(=O)c2ccncc2)s1	13	0	16	-5	-3	-1	2	10	i	2
CCOc1ccc(C(=O)NCC(=O)NC(C)CCc2ccccc2)cc1OCC (centres undefined)	-4	-5	1	2	-3	-5	-3	-6	i	.
CC1CCCCN1CCn1c(=S)[nH]c2ncccc2c1=O (centres undefined)	15	-8	7	2	2	-4	-9	-5	i	-3
CS(=O)(=O)c1ccc2nc(N)sc2c1	2	-1	-15	-1	-3	3	16	-2	i	0
Cc1ccccc1NC(=O)c1cc(S(=O)(=O)c2ccccc2)ccc1Cl	3	1	14	3	5	0	6	-4	i	17
O=C(O)C1CCN1C1CCCCC1 (centres undefined)	9	-4	5	2	-3	-1	11	-4	i	-1
Cc1ccc(C(=O)NCC(=O)O)s1	8	0	5	0	1	3	-2	0	i	-8
CC(C)(Oc1ccc(CCNC(=O)c2ccc(Cl)cc2)cc1)C(=O)O	11	-3	-13	-1	6	3	6	2	i	8
CCN(CC)c1nc2c(c(=O)[nH]c(=O)n2C)n1CCCc1ccccc1	17	4	13	-2	3	3	9	4	i	5
CCC(C)c1ccc(NC(=S)Nc2ccc(OC)cc2C)cc1 (centres undefined)	65	-9	-1	4	-8	-4	-5	?	i	2
CCOc1ccc(C=Nc2cccc3ncccc23)cc1	21	17	16	-1	2	6	-2	-7	i	.
CCOC(=O)C(C)Sc1nnc(Cc2cc(=O)[nH]c(=O)[nH]2)n1-c1ccc(Cl)cc1 (centres undefined)	21	-2	1	1	1	-9	-12	4	i	-5
O=C(N/N=C/c1ccccc1)c1n[nH]c2c1CCCC2	13	18	41	2	5	3	8	0	i	-1
C=CCNC(=S)Nc1cc(Cl)ccc1OC	8	6	21	-6	5	-3	0	-5	i	-1

Sorted by formula weight (rising): four of the compounds above.
SMILES	AI-2 QS modul	HSF1 inh	HSF1 activator	GSK3beta inhib	HSP90 inh	Platelet DG rel	DYRK1A inh	HDAC3 inhib	PolyA inh	GSK3A inh
O=C(O)C1CCN1C1CCCCC1 (centres undefined)	9	-4	5	2	-3	-1	11	-4	i	-1
CCC(C)c1ccc(NC(=S)Nc2ccc(OC)cc2C)cc1 (centres undefined)	65	-9	-1	4	-8	-4	-5	?	i	2
CCN(CC)c1nc2c(c(=O)[nH]c(=O)n2C)n1CCCc1ccccc1	17	4	13	-2	3	3	9	4	i	5
CC(C)(Oc1ccc(CCNC(=O)c2ccc(Cl)cc2)cc1)C(=O)O	11	-3	-13	-1	6	3	6	2	i	8

The list is partial (hit frequency here may not be typical).
